# HIV RNase H inh – blocks HIV-1 RNase H cleavage of RNA/DNA duplex; P04585; RT-RNase H RNA/DNA duplex cleavage, fluorescence; inhibition, % at 10 µM; 65,000 tested, 1.9% active; AID 565; in the data active = inhibition above about 50%
# RmlC RmlD mix – RmlC/RmlD inhibition, mixture screen. RmlC/RmlD coupled enzyme inhibition, 384-well mixture HTS. 110,000 tested, 0.39% active. inhibition, % at 5.5 µM; in the data active = inhibition above about 30%, passing the limit was not always enough; inconclusive = no clear call, values can overlap the other calls; note: strong numbers were not always called active
# Starred values were filed as active, the others as inactive; ? = inconclusive; / = no result given.
SMILES,HIV RNase H inh,RmlC RmlD mix
Cc1nc2ccc(NC(=O)N3CCN(c4ccccn4)CC3)cc2s1,-6.0,2.9
COc1cccc(C(=O)N2CCN(C(=O)c3cccc4ccccc34)CC2)c1OC,-2.2,7.4
CC1CCCCN1C(=O)Cc1ccc(F)cc1 (stereo not given),-0.8,-5.4
Cn1ccnc1SCC(=O)Nc1cccc(C(F)(F)F)c1,-14.7,4.3
CCOC(=O)C(O)(CC(=O)c1ccc(OC)cc1)C(F)(F)F (stereo not given),/,28.6
Cc1nnc2c3cnn(-c4ccc(Cl)cc4)c3ncn12,-6.5,/
CCN1C(=O)CC(N2CCN(c3ccc(OC)cc3)CC2)C1=O (stereo not given),-2.3,6.7
COC(=O)c1[nH]c2ccc(Br)cc2c1NC(=O)C(C)N1CCN(C2CCCCC2)CC1 (stereo not given),4.0,-8.7
Cc1cc(C)n(C(=O)CSc2nc3ccccc3o2)n1,-8.1,7.5
O=C(c1cccn2c(=O)c3cc(Br)ccc3nc12)N1CCN(c2ccccn2)CC1,6.8,-6.3
COc1ccc(NC(=O)CSc2nnc(CNC(=O)c3ccco3)n2-c2ccccc2OC)cc1,0.1,/
Brc1ccc(CSc2nccn2-c2ccccc2)cc1,/,10.6
CCc1ccc(NC(=O)N(CCOC)C2CCN(C(C)=O)CC2)cc1,/,-6.9
CCOC(=O)C1=C(c2ccccc2)N=c2s/c(=C\c3ccc(O)cc3)c(=O)n2C1c1cccs1 (stereo not given),/,14.5
O=C(CN1CCCC(O)C1)N1c2ccccc2Sc2ccc(C(F)(F)F)cc21 (stereo not given),-12.7,-3.8
CCC(C)(C(=O)NC1CCCC1)N(C(C)=O)c1ccc(C)cc1 (stereo not given),/,-6.4
Cc1ccnc(NC(=O)Nc2cccc(F)c2)c1,-5.8,0.6
CCOC(=O)N1CCC2(CC1)C(C#N)=C(N)OC1=C2C(=O)CC(C)(C)C1,/,1.1
CCOC(=O)C1=C(CS(=O)(=O)c2ccccc2)NC(=O)NC1c1ccccc1OCC (stereo not given),-1.3,5.3
Nc1c(C(=O)NCc2ccco2)nnn1Cc1ccccc1,-14.4,11.4
O=C(Cc1ccccc1[N+](=O)[O-])NCc1ccc(Cl)cc1,/,3.5
Cc1ccc(-c2nc(C3CCCN(S(=O)(=O)c4ccc(C)cc4)C3)no2)cc1 (stereo not given),-10.2,0.7
Cc1ccccc1N1CCN(Cc2c[nH]c3ccccc23)CC1,/,-12.0
Cn1c(=O)cc(OCC(=O)N2CCC3(CC2)OCCO3)c2ccccc21,-0.3,-10.2
COc1cccc(/C=C/c2ccncc2)c1OC,-21.5,/
COc1cccc(N2CC(C(=O)OC(C)C(=O)c3ccccc3)CC2=O)c1 (stereo not given),-7.4,20.4
Cc1ccc(CNC(=O)C2CC(=O)OC23CCCC3)c(C)c1 (stereo not given),2.1,-7.0
CCC(C)(C)n1nnnc1C(c1ccc(C)cc1)N1CCSCC1 (stereo not given),/,11.1
O=C(c1ccccc1)c1cccn1CC(=O)N1CCN(c2ccccc2)CC1,-6.5,-8.1
C/C(N)=C(/C#N)C(=O)CSc1nc(C2CCCCC2)n(-c2ccccc2)n1,-6.0,3.8
CCCCCSc1nc2c(c(=O)[nH]c(=O)n2C)n1C(C)C,17.0,7.6
CCOC(=O)c1c(N)n(Cc2ccc(OC)cc2)c2nc3ccccc3nc12,4.4,-31.2
CC(=O)c1c(C)[nH]c(C(=O)NCCc2cccc(C)c2)c1C,-21.7,4.9
O=C(c1ccco1)N1CCN(C(=O)c2cc(-c3ccncc3)nc3ccc(Br)cc23)CC1,7.2,7.1
COc1ccc(N/C(N)=N/c2nc(CSc3ccc(Cl)cc3)cc(=O)[nH]2)cc1,/,6.4
O=C(CC(Sc1ccccc1)c1cccs1)c1ccco1 (stereo not given),-18.0,-14.8
O=C(Nc1ccccc1F)c1cc(S(=O)(=O)N2CCCCC2)cs1,8.0,27.1
CCN(CC)CCN1C(=O)c2ccccc2NC1c1cccc(F)c1 (stereo not given),-3.6,24.4
CCN(CC)S(=O)(=O)c1ccc2c(c1)c(=O)c(C(=O)N1CCN(c3ccccc3)CC1)cn2C,-9.9,5.5
O=C(c1cnccn1)N1CCN(S(=O)(=O)c2ccc3ccccc3c2)CC1,/,-0.6
Cc1nc(NC2=NCN(CCN3CCOCC3)CN2)nc2c(C)cccc12,-5.6,/
C#CCNC(=O)C1=C[C@H](C)C[C@H](OCc2ccc(CO)cc2)O1,/,-13.2
c1ccc(COc2ccc(CNn3cnnc3)cc2)cc1,-16.3,-10.5
C=CCn1c(SCc2ccc(C(=O)OC)cc2)nnc1-c1sc(N)nc1C,-8.2,/
Cc1csc2ncc(C(=O)Nc3ccc4c(c3)OCCO4)c(=O)n12,1.3,9.5
Cc1cccc(NS(=O)(=O)c2ccccc2)n1,-8.8,-4.3
CC(=O)N1CCN(C(=O)CC2OC(=O)c3ccccc32)CC1 (stereo not given),/,11.8
CCOCCCNC(=S)NNC(=O)CCn1nc(C)c(Br)c1C,/,?
CC1(C)Cc2nc3sc4c(=O)n(CC(=O)NCc5ccccc5)cnc4c3cc2CO1,/,15.2
C/C(=N\OCC(=O)N/N=C/c1ccccc1O)c1cccs1,/,14.5
# (list continues)
SMILES,HIV RNase H inh,RmlC RmlD mix
CCCc1nnc(SCC(=O)N2CCCCC2C)n1CCCOC (stereo not given),/,11.8
CCOC(=O)c1sc2nc(NC(=O)C3CCCCC3)sc2c1C,5.4,-13.8
c1ccc(Sc2ncnc3c2oc2ccccc23)nc1,4.1,3.9
CCOC(=O)C1CCCN(c2c(Nc3cccc(C)c3)c(=O)c2=O)C1 (stereo not given),5.6,-9.3
CC1=C(C(=O)OCC(C)C)C(c2cccc(F)c2)N2C(=O)C(C)SC2=N1 (stereo not given),-14.8,4.3
CCC1CCCCN1C(=O)c1cc2cc(Br)ccc2oc1=O (stereo not given),-1.9,7.5
COc1ccc(CCN(C(=O)c2ccccc2)C2=CC3CCC(C2)N3C)cc1OC (stereo not given),-6.4,-10.2
CCc1ccc2oc(-c3cccc(NC(=O)c4cccnc4)c3)nc2c1,-8.9,8.2
O=C(NCCN1CCOCC1)[C@H](Cc1ccccc1)N1C(=O)c2ccccc2C1=O,8.6,-9.9
Cc1nc2ccc(CCO)cc2s1,-1.9,-10.0
Cc1nc2cc(C(F)(F)F)ccc2n1C1CCN(C(=O)N2CCOCC2)CC1,-3.9,-7.5
Cc1ccc(C(=O)Nc2ccc3cn[nH]c3c2)cc1S(=O)(=O)N1CCCCC1,/,12.0
Cn1ncc(Cl)c1C(=O)Nc1cccnc1,-10.8,-1.4
Cc1ccc(SC(c2ccccc2)C(Cn2cncn2)C(=O)c2ccccc2)cc1 (stereo not given),/,-0.3
O=C(Nc1nc2ccc(S(=O)(=O)N3CCCCC3)cc2s1)C1CCCO1 (stereo not given),2.7,9.5
CC(c1nnc(SCC(=O)c2c(N)n(C)c(=O)n(C)c2=O)n1-c1ccc(Cl)cc1)N(C)C (stereo not given),3.5,-10.0
COc1ccccc1N1CCN(S(=O)(=O)c2cccc3nsnc23)CC1,-8.1,-3.6
CCc1ncc(C)nc1CC,/,5.7
O=C(c1ccc(F)cc1)c1ccc(N2CCCC2)cc1,-19.3,30.2
CCCN(CCC)S(=O)(=O)c1ccc(NC(=O)Cc2cccs2)cc1,/,-1.0
Nc1ccc(C(=O)O)cc1,/,14.7
COc1ccc(S(=O)(=O)N2CCCC(C(=O)O)C2)cc1 (stereo not given),-4.1,/
COc1ccc(CN2C(=O)C3C4C=CC(C4)C3C2=O)cc1 (stereo not given),5.8,-3.3
Cc1noc(C)c1C(=O)Nc1cccnc1,-5.9,-4.5
O=C1C2CCCN2C(c2ccccc2F)N1c1ccc(Cl)cc1 (stereo not given),-10.2,-0.6
O=C1CC(N2CCC(c3nc4ccccc4o3)CC2)C(=O)N1c1cc(Cl)cc(Cl)c1 (stereo not given),/,-6.2
COc1ccc(S(=O)(=O)N(CC(=O)O)c2ccc(C)cc2)cc1,0.1,-19.3
Cc1nc(SCc2c(F)cccc2Cl)c2c(=O)n(C)c(=O)n(C)c2n1,-39.6,-2.1
COc1ccc(C(=O)COC(=O)c2ccc(NC(=O)c3ccccc3)cc2)cc1,/,8.6
CN1CCN(CC(=O)Nc2c(C(=O)C3CC3)oc3ccccc23)CC1,-4.5,-0.7

# As a short view, five of the compounds above:
SMILES,HIV RNase H inh,RmlC RmlD mix
COc1ccc(CN2C(=O)C3C4C=CC(C4)C3C2=O)cc1 (stereo not given),5.8,-3.3
Cc1noc(C)c1C(=O)Nc1cccnc1,-5.9,-4.5
O=C1C2CCCN2C(c2ccccc2F)N1c1ccc(Cl)cc1 (stereo not given),-10.2,-0.6
O=C1CC(N2CCC(c3nc4ccccc4o3)CC2)C(=O)N1c1cc(Cl)cc(Cl)c1 (stereo not given),/,-6.2
COc1ccc(S(=O)(=O)N(CC(=O)O)c2ccc(C)cc2)cc1,0.1,-19.3

# (listing goes on)
SMILES,HIV RNase H inh,RmlC RmlD mix
COC(=O)c1ccc(CSc2nc3scc(-c4cccs4)c3c(=O)[nH]2)o1,23.7,-28.5
Cc1ccc(C(=O)Nc2nnn(C)n2)cc1,-0.3,11.8
CCS(=O)(=O)c1ccc2c(c1)N(S(C)(=O)=O)CC(C(=O)NCCOC)O2 (stereo not given),/,-13.9
O=C(NNC(=O)c1cc2cc3ccccc3nc2s1)c1cccc(Cl)c1,/,10.5
CCOC(=O)c1cnc2c(C(F)(F)F)cccc2c1N1CCOCC1,-5.0,-9.6
NCCOc1ccccc1Cc1ccccc1,/,3.4
O=C(O)C1CCN(S(=O)(=O)/C=C/c2ccccc2)CC1,/,-9.8
CC(C)C1=NN2C(=N)CC(=O)N=C2S1,/,-18.2
C=CCn1c(SCC(=O)c2cc(C)n(C(C)COC)c2C)nc2sc(C)c(C)c2c1=O (stereo not given),0.1,13.6
O=C(Nc1ccccc1F)c1ccncc1,-7.3,2.0
CC1(C)Cc2c(C#N)c(SCC(=O)c3ccccc3)nc(N3CCOCC3)c2CO1,17.5,/
CN1C(=O)/C(=C/c2ccccc2OCc2cccc(F)c2)NC1=S,/,7.6
CSC1=NCCN1C(=O)Cc1ccc(Cl)cc1,-7.7,-10.3
CC(C)(C)OC(=O)CNC(=O)c1[nH]cnc1C(=O)Nc1ccc(Cl)cc1,/,-9.4
CC(O)COc1ccc(/C(=N/O)c2ccccc2)cc1 (stereo not given),-10.8,0.5
COc1ccc(C(=O)COC(=O)CCn2nnc(-c3cccc(O)c3OC)n2)cc1,-3.3,-0.8
CCN(CC)S(=O)(=O)c1ccc(C(=O)Nc2ccc3c(c2)OCCO3)cc1,5.1,-12.2
CCCCOc1ccc(S(N)(=O)=O)cc1,-18.0,-3.7
CCCCn1nnc(NC(=O)Cc2ccc(Cl)cc2)n1,-14.5,-4.1
COc1ccc2cc(CN(C(=O)Nc3ccccc3OC)C3CCCC3)c(=O)[nH]c2c1,-15.7,51.6

# Single records (already shown). Values in the order: HIV RNase H inh, RmlC RmlD mix
# CSC1=NCCN1C(=O)Cc1ccc(Cl)cc1 in the list: -7.7, -10.3
# CCN(CC)S(=O)(=O)c1ccc(C(=O)Nc2ccc3c(c2)OCCO3)cc1 in the list: 5.1, -12.2
# CN1C(=O)/C(=C/c2ccccc2OCc2cccc(F)c2)NC1=S in the list: /, 7.6
# CC(C)(C)OC(=O)CNC(=O)c1[nH]cnc1C(=O)Nc1ccc(Cl)cc1 in the list: /, -9.4
# CCCCOc1ccc(S(N)(=O)=O)cc1 in the list: -18.0, -3.7

# The list continues.
SMILES,HIV RNase H inh,RmlC RmlD mix
Cn1c(CCNC(=O)c2ccccc2F)nnc1SCc1nc2ccccc2c(=O)[nH]1,-8.2,7.6
CC(=O)Nc1nc(N2C(=O)c3ccccc3C2=O)n(-c2ccccc2)n1,6.8,-4.4
Cc1ccc([N+](=O)[O-])cc1/C=N/Nc1nnnn1-c1ccccc1,/,16.9
CC1=CC(C)(C)Nc2ccc(OC(=O)CN3C(=O)CCC3=O)cc21,1.9,-7.5
COc1ccccc1NC(=O)Oc1ccc(C(C)=O)cc1,/,-12.3
O=C(CSc1nc2ccccc2o1)Nc1nc2c(s1)CCCC2,-12.2,/
CC(C)N1CC(C(=O)O)CC1=O (stereo not given),/,5.2
CCCc1nc2sc3c(SCC(=O)NCc4ccco4)ncnc3c2c2c1CCC2,40.3,6.3
Cc1ccc(C(=O)COC(=O)CNS(=O)(=O)c2ccccc2)cc1[N+](=O)[O-],/,6.5
COc1ccc(S(=O)(=O)NCCSCc2ccccc2C)cc1Br,/,0.7
Cc1cc(N)n2nc(-c3ccc(C(C)(C)C)cc3)cc2n1,/,3.4
CC(=O)c1c(C)c2c(n1CCN(C)C)CCCC2,-13.1,-18.6
Cc1ccc(C)n1-c1ncn[nH]1,-9.7,-9.5
Cc1csc2nc(CNS(=O)(=O)c3ccc4c(c3)CCCC4)cn12,-29.3,12.7
Cc1ccccc1OCC(=O)N/N=C/c1ccco1,/,-15.0
O=C(NC1CCCCCC1)C1c2ccccc2C(=O)N1Cc1ccco1 (stereo not given),-10.4,11.5
O=C(CN(Cc1ccco1)C(=O)Cn1nnc(-c2cccs2)n1)NCc1ccccc1,4.1,10.5
COC(=O)c1ccc(CSc2nnc(Nc3ccc(OC)cc3)s2)o1,/,-10.0
Cc1cc(C)n(CCn2nc(C)cc2C)n1,1.1,-63.8
CC(C)CCC(C(=O)O)C(C)CC(=O)NC1CCCCC1 (stereo not given),-7.6,6.0
COC(=O)c1cnn(-c2ccc(C)c(C)c2)c1-n1cccc1,12.0,8.7
CC(C)(C)NC(=O)c1ccc(COCC(F)(F)F)o1,-12.0,-7.5
O=C(O)CCCC(=O)Nc1cccc(-c2nc3ccccc3[nH]2)c1,0.7,-5.0
C#CCOCCOCCOCCNc1nc(N2CCOCC2)nc(N2CCN(C(=O)[C@H]([C@@H](C)CC)n3cc(CCCCN)nn3)CC2)n1,/,-8.0
CNCC/C=C1/c2ccccc2CSc2ccccc21,/,-9.9
c1cnc(N2CCNCC2)nc1,/,2.9
Cc1nc2sccn2c1-c1csc(NCc2ccccc2)n1,-11.1,-9.1
CN1CCN(c2ccc([N+](=O)[O-])c(N/N=C3\CN4CCC3CC4)c2)CC1,/,7.1

# From PubChem

# Only part of the results is shown; rates above refer to the full screens.
